CRFR2-BP antag = blocks CRF-induced signaling of the CRF-BP/CRF-R2 complex; HEK293 CRF-R2/CRF-BP, CRF-induced calcium fluorescence; inhibition, % at 11.8 µM; hit rate 0.59% among 350,000; AID 588475;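 active means inhibition of the ligand-induced calcium signal above about 50% at the single tested concentration, limit read from the data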
FID counter = displaces DNA intercalator in HCV helicase counter-screen | DNA fluorescent intercalator displacement, fluorescence | inhibition, % at 7.9 µM | hit rate 0.17% among 290,000; in the data active means inhibition above about 37%;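 further: 0% = vehicle and 100% = reference compound; higher means more ethidium bromide displaced from hairpin DNA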
CRFR2-BP ag = CRF-BP/CRF-R2 complex agonism; HEK293 CRF-R2/CRF-BP, calcium dye fluorescence (FLIPR); percent of saturating CRF peptide response; activation, % at 13.2 µM; hit rate 0.46% among 350,000; AID 588473;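 active means activation of at least 50%, plus an integration ratio under a set limit after plate pattern correction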;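 further: plate controls were neutral control wells without compound for no effect and CRF at EC100 for full effect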
MEKK2wt PB1 HTS = raises or lowers MEK5 binding to wildtype human MEKK2 PB1 domain; hit rate 1.1% among 290,000; bead flow cytometry, Alexa488-MEK5 binding to MEKK2 WT; actives lie on both sides; binding response (% of control), % at 10 µM; Q9Y2U5; in the data active means binding response below about 67% or above about 130%
MEKK3 PB1 HTS = MEKK3-MEK5 PB1 interaction, increase or decrease | Q99759 | bead-based flow cytometry, Alexa488-MEK5 binding to MEKK3; actives lie on both sides; 0 = blocked by unlabeled MEK5, 100 = vehicle | binding response (% of control), % at 10 µM | hit rate 1.4% among 290,000;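 active means binding response more than 3 SD above or below the average of its plate-row segment, actives on both sides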;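 further: Alexa488 bead fluorescence after subtracting the streptavidin-only scavenger bead signal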
Target sequence (Q99759 whole entry, looked up): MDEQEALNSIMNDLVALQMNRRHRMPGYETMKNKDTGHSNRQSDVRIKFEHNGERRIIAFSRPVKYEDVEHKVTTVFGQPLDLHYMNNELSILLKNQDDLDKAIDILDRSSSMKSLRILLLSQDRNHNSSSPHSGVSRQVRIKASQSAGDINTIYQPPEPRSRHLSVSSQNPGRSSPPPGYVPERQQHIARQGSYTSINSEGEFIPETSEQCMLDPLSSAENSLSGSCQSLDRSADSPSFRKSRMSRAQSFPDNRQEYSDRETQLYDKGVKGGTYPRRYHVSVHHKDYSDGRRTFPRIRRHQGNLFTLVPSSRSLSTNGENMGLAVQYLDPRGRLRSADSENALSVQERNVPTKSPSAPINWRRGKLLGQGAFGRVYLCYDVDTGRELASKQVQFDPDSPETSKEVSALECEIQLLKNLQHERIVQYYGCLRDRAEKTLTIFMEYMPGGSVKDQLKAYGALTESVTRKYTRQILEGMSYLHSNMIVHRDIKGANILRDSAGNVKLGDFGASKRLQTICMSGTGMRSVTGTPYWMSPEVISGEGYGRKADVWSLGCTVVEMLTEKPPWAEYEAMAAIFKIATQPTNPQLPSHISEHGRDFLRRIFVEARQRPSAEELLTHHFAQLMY
MEKK2mut PB1 HTS = signal of MEK5 binding to mutant human MEKK2 PB1 domain. hit rate 0.35% among 290,000. percent response, % at 10 µM. bead flow cytometry, Alexa488-MEK5 binding to MEKK2 mutant; in the data active means percent response above about 24%, passing the limit was not always enough; further: inactives centre near 1; some results filed as inactive read as strong as hits
SUMO HTRF inh = inhibitors of human SUMOylation (UBC9); P63279; HTRF SUMOylation assay, SAE1/SAE2 + UBC9, in vitro; inhibition, % at 35 µM; hit rate 0.36% among 290,000; AID 2006; in the data active means inhibition above about 50%, passing the limit was not always enough; further: strong numbers were not always called active
Target sequence (P63279 whole entry, looked up): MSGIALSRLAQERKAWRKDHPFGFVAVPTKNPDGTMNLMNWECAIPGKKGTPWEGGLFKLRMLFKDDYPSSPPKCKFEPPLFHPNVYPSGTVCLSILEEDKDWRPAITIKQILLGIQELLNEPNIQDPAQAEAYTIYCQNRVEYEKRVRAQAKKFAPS
GalR3 antagonist = antagonists of human GalR3; O60755; HEK293 GalR3-CNG cAMP membrane potential fluorescence; galR3 body fused to GalR1 C-terminus; inhibition, % at 3 µM; hit rate 0.44% among 360,000;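 active means inhibition above the screen-wide average plus 3 SD, cut at about 13% in these data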;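 further: forskolin and galanin both at EC90 stimulate the cells; cAMP rise reported by CNG channel membrane potential dye signal; 0% = forskolin plus galanin with DMSO and 100% = forskolin alone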
Target sequence (O60755 1-299 limits assumed): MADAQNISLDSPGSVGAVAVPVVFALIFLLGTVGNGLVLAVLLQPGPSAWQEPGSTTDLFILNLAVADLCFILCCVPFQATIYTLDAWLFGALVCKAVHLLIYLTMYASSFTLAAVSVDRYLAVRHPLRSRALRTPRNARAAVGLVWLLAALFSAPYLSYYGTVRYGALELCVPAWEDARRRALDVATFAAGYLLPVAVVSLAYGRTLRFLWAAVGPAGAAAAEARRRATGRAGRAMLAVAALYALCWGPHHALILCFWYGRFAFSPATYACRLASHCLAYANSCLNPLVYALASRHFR
HCV NS3 hel inh = inhibitors of Hepatitis C virus NS3 helicase. NS3 helicase DNA unwinding, Cy5 molecular beacon fluorescence. inhibition, % at 10.9 µM. hit rate 0.56% among 290,000. AID 1800;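 active means inhibition above the mean of all tested compounds plus 3 SD, set per campaign, cut at about 35% in these data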;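 further: 0% = DMSO wells and 100% = thioflavine S control wells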
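Measured by: Cy5 fluorescence, 0 and 60 min reads / Assay system: NS3 helicase fragment of HCV / Control set: low DMSO, high thioflavine S at 110 µM / Times: 1 h reaction at 25 °C, ATP-initiated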
* = called active by the depositor. An excerpt, so the mix of outcomes need not match the whole.

Start of the listing, in advance:
Clc1ccccc1-c1nc(-c2cccnc2)no1 was read as CRFR2-BP antag -4, FID counter -4, CRFR2-BP ag 0.6, MEKK2wt PB1 HTS 95, MEKK3 PB1 HTS 97, MEKK2mut PB1 HTS 0, SUMO HTRF inh 19, GalR3 antagonist -1 and HCV NS3 hel inh -3.
Screening Cc1cccc(-c2noc(CN(C(=O)/C=C/c3ccccc3Cl)C(C)C)n2)c1 returned CRFR2-BP antag 16, FID counter -26, CRFR2-BP ag -3.5, MEKK2wt PB1 HTS 98, MEKK3 PB1 HTS 103, MEKK2mut PB1 HTS 1, SUMO HTRF inh -25, GalR3 antagonist -9 and HCV NS3 hel inh -5.

This part in full, from the first entry:
Clc1ccccc1-c1nc(-c2cccnc2)no1 was read as CRFR2-BP antag -4, FID counter -4, CRFR2-BP ag 0.6, MEKK2wt PB1 HTS 95, MEKK3 PB1 HTS 97, MEKK2mut PB1 HTS 0, SUMO HTRF inh 19, GalR3 antagonist -1 and HCV NS3 hel inh -3.
Screening Cc1cccc(-c2noc(CN(C(=O)/C=C/c3ccccc3Cl)C(C)C)n2)c1 returned CRFR2-BP antag 16, FID counter -26, CRFR2-BP ag -3.5, MEKK2wt PB1 HTS 98, MEKK3 PB1 HTS 103, MEKK2mut PB1 HTS 1, SUMO HTRF inh -25, GalR3 antagonist -9 and HCV NS3 hel inh -5.
S=c1[nH]nc(C2CCCCC2)n1/N=C/c1ccc(Cl)cc1 was read as CRFR2-BP antag 5, FID counter -27, CRFR2-BP ag 1.8, MEKK2wt PB1 HTS 98, MEKK3 PB1 HTS 98, MEKK2mut PB1 HTS -2, SUMO HTRF inh -14, GalR3 antagonist -8 and HCV NS3 hel inh 12.
For CCOC(=O)c1nnn(-c2nonc2N)c1CNc1ccccc1 the results were CRFR2-BP antag 18, FID counter -8, CRFR2-BP ag -2.5, MEKK2wt PB1 HTS 94, MEKK3 PB1 HTS 101, MEKK2mut PB1 HTS -2, SUMO HTRF inh 17, GalR3 antagonist 1 and HCV NS3 hel inh 6.
`CC(NC(=O)CC1SC(N)=NC1=O)c1ccccc1` (stereo unspecified) gave CRFR2-BP antag -9, FID counter 2, CRFR2-BP ag 0.1, MEKK2wt PB1 HTS 97, MEKK3 PB1 HTS 96, MEKK2mut PB1 HTS -6, SUMO HTRF inh 1, GalR3 antagonist -6 and HCV NS3 hel inh 7.
COc1cccc(-c2cc(C(F)(F)F)nc(-n3cc(Cl)cn3)n2)c1 was read as CRFR2-BP antag -30, FID counter -19, CRFR2-BP ag 4.1, MEKK2wt PB1 HTS 111, MEKK3 PB1 HTS 117, MEKK2mut PB1 HTS 4, SUMO HTRF inh 14, GalR3 antagonist -3 and HCV NS3 hel inh 0.
For CCN(CC)C(=O)CSc1nc(O)c(Cc2ccccc2)c(=O)n1-c1ccccc1C the results were CRFR2-BP antag -10, FID counter -35, CRFR2-BP ag -0.8, MEKK2wt PB1 HTS 98, MEKK3 PB1 HTS 99, MEKK2mut PB1 HTS -3, SUMO HTRF inh 19, GalR3 antagonist -4 and HCV NS3 hel inh 7.
`O=C(OCc1ccccc1)C1CCCN1C(=O)c1cccs1` (stereo unspecified) gave CRFR2-BP antag 8, FID counter -11, CRFR2-BP ag 0.9, MEKK2wt PB1 HTS 102, MEKK3 PB1 HTS 101, MEKK2mut PB1 HTS 8, SUMO HTRF inh 1, GalR3 antagonist 1 and HCV NS3 hel inh -6.
`C/C(=N\Nc1nc(N)cc(Cl)n1)c1ccc(Cl)c(Cl)c1` gave CRFR2-BP antag 12, FID counter -12, CRFR2-BP ag -0.2, MEKK2wt PB1 HTS 90, MEKK3 PB1 HTS 99, MEKK2mut PB1 HTS -10, SUMO HTRF inh 19, GalR3 antagonist -5 and HCV NS3 hel inh -8.
Screening CCCN1C2=C(C(=O)CCC2)C(c2ccc(O)c(Br)c2)C2=C1CCCC2=O returned CRFR2-BP antag -18, FID counter -19, CRFR2-BP ag 0.8, MEKK2wt PB1 HTS 107, MEKK3 PB1 HTS 105, MEKK2mut PB1 HTS 1, SUMO HTRF inh 2, GalR3 antagonist -6 and HCV NS3 hel inh 0.
Screening CCN(CC)C(=O)CN1CCC(n2c(C)nc3cc(C(F)(F)F)ccc32)CC1 returned CRFR2-BP antag 14, FID counter -4, CRFR2-BP ag 0.8, MEKK2wt PB1 HTS 95, MEKK3 PB1 HTS 91, MEKK2mut PB1 HTS -3, SUMO HTRF inh 10, GalR3 antagonist -5 and HCV NS3 hel inh -4.
`O=C(COC(=O)CNS(=O)(=O)c1ccccc1)NC12CC3CC(CC(C3)C1)C2` gave CRFR2-BP antag -28, FID counter -21, CRFR2-BP ag 1.1, MEKK2wt PB1 HTS 98, MEKK3 PB1 HTS 99, MEKK2mut PB1 HTS 1, SUMO HTRF inh -11, GalR3 antagonist -4 and HCV NS3 hel inh 6.
For O=C(CC(NS(=O)(=O)c1ccc(Cl)cc1)c1ccco1)N1CCc2ccccc21 (stereo unspecified) the results were CRFR2-BP antag -13, FID counter -18, CRFR2-BP ag -1.4, MEKK2wt PB1 HTS 99, MEKK3 PB1 HTS 101, MEKK2mut PB1 HTS 2, SUMO HTRF inh -5, GalR3 antagonist -3 and HCV NS3 hel inh -3.
CN(C(=O)CN1C(=O)S/C(=C\c2ccccc2)C1=O)C1CCS(=O)(=O)C1 (stereo unspecified) was read as CRFR2-BP antag -9, FID counter -10, CRFR2-BP ag -1.4, MEKK2wt PB1 HTS 98, MEKK3 PB1 HTS 100, MEKK2mut PB1 HTS -1, SUMO HTRF inh 3, GalR3 antagonist 1 and HCV NS3 hel inh -7.
Screening CCC(C)c1ccc2oc(-c3ccc(NC(=O)Cn4cnc5c(=O)n(C)c(=O)n(C)c54)cc3)nc2c1 (stereo unspecified) returned CRFR2-BP antag -13, FID counter -8, CRFR2-BP ag -0.2, MEKK2wt PB1 HTS 108, MEKK3 PB1 HTS 108, MEKK2mut PB1 HTS -1, SUMO HTRF inh 24, GalR3 antagonist -3 and HCV NS3 hel inh 7.
For COc1ccc(Cl)cc1NC(=O)CCn1c(=O)oc2ccccc21 the results were CRFR2-BP antag 17, FID counter -15, CRFR2-BP ag -3.4, MEKK2wt PB1 HTS 105, MEKK3 PB1 HTS 104, MEKK2mut PB1 HTS 8, SUMO HTRF inh 5, GalR3 antagonist 1 and HCV NS3 hel inh 0.
Screening COc1ccc(C2=NOC(CNC(=O)c3ccccc3Br)C2)c(OC)c1 (stereo unspecified) returned CRFR2-BP antag 2, FID counter -11, CRFR2-BP ag 0.6, MEKK2wt PB1 HTS 100, MEKK3 PB1 HTS 100, MEKK2mut PB1 HTS -1, SUMO HTRF inh 0, GalR3 antagonist -5 and HCV NS3 hel inh 1.
`Cn1c(=S)[nH]c(=O)c2ncc(=O)[nH]c21` gave CRFR2-BP antag 33, FID counter -1, CRFR2-BP ag 1.0, MEKK2wt PB1 HTS 96, MEKK3 PB1 HTS 101, MEKK2mut PB1 HTS 2, SUMO HTRF inh 1, GalR3 antagonist -3 and HCV NS3 hel inh 12.
O=C(NCCO)c1cccc2c1C(=O)c1ccccc1-2 was read as CRFR2-BP antag 4, FID counter -2, CRFR2-BP ag 1.2, MEKK2wt PB1 HTS 98, MEKK3 PB1 HTS 93, MEKK2mut PB1 HTS -4, SUMO HTRF inh 5, GalR3 antagonist -12 and HCV NS3 hel inh 2.
Screening CSc1ncccc1C(=O)N1CCN(S(=O)(=O)c2ccc(F)cc2)CC1 returned CRFR2-BP antag 0, FID counter -10, CRFR2-BP ag 1.2, MEKK2wt PB1 HTS 106, MEKK3 PB1 HTS 106, MEKK2mut PB1 HTS 7, SUMO HTRF inh 13, GalR3 antagonist -8 and HCV NS3 hel inh -6.
Screening COc1ccc(N(C(=O)c2cccc(OC)c2OC)C2C=CS(=O)(=O)C2)cc1 (stereo unspecified) returned CRFR2-BP antag 20, FID counter -9, CRFR2-BP ag 0.7, MEKK2wt PB1 HTS 84, MEKK3 PB1 HTS 80, MEKK2mut PB1 HTS -14, SUMO HTRF inh -2, GalR3 antagonist 3 and HCV NS3 hel inh -11.
`CCN1CCN(c2nnc(-c3ccccc3)c3ccccc23)CC1` gave CRFR2-BP antag -4, FID counter -5, CRFR2-BP ag 3.5, MEKK2wt PB1 HTS 108, MEKK3 PB1 HTS 108, MEKK2mut PB1 HTS 12, SUMO HTRF inh 15, GalR3 antagonist -8 and HCV NS3 hel inh -9.
`CC(C)(CC(=O)O)CC(=O)N1CCN(c2nc3cc(Cl)ccc3s2)CC1` gave CRFR2-BP antag 8, FID counter -32, CRFR2-BP ag 1.4, MEKK2wt PB1 HTS 107, MEKK3 PB1 HTS 109, MEKK2mut PB1 HTS 9, SUMO HTRF inh 2 and HCV NS3 hel inh 7.
Screening COC(=O)c1c(O)cc(C(C)(C)C)n(-c2ccccc2)c1=O returned CRFR2-BP antag -4, FID counter -4, CRFR2-BP ag -0.9, MEKK2wt PB1 HTS 104, MEKK3 PB1 HTS 105, MEKK2mut PB1 HTS -1, SUMO HTRF inh 7, GalR3 antagonist -11 and HCV NS3 hel inh 1.
O=C(NC(=S)Nc1ccc(S(=O)(=O)Nc2nccs2)cc1)c1ccccc1F was read as CRFR2-BP antag 1, FID counter -8, CRFR2-BP ag -3.2, MEKK2wt PB1 HTS 99, MEKK3 PB1 HTS 96, MEKK2mut PB1 HTS -2, SUMO HTRF inh -8, GalR3 antagonist 2 and HCV NS3 hel inh 3.
COc1cccc(CN(C)C(=O)c2ccc(N3CCCC3)c([N+](=O)[O-])c2)c1 was read as CRFR2-BP antag -8, FID counter -40, CRFR2-BP ag 0.4, MEKK2wt PB1 HTS 106, MEKK3 PB1 HTS 105, MEKK2mut PB1 HTS 13, SUMO HTRF inh 0, GalR3 antagonist -1 and HCV NS3 hel inh 9.
`COc1cc(OC)cc(-c2nnc(SCC(=O)Nc3ccc(C(=O)O)cc3)s2)c1` gave CRFR2-BP antag 35, FID counter -16, CRFR2-BP ag -5.2, MEKK2wt PB1 HTS 98, MEKK3 PB1 HTS 105, MEKK2mut PB1 HTS 0, SUMO HTRF inh 5, GalR3 antagonist 1 and HCV NS3 hel inh 6.
For CC(C)CCNc1ncnc2c1cnn2Cc1ccccc1Cl the results were CRFR2-BP antag -6, FID counter -29, CRFR2-BP ag -7.6, MEKK2wt PB1 HTS 101, MEKK3 PB1 HTS 106, MEKK2mut PB1 HTS 1, SUMO HTRF inh -12, GalR3 antagonist -10 and HCV NS3 hel inh -1.
CC(=O)N1c2ccc(S(=O)(=O)N3CCC(C(=O)NCc4ccc(F)cc4)CC3)cc2CC1C (stereo unspecified) was read as CRFR2-BP antag -2, FID counter -48, CRFR2-BP ag -0.5, MEKK2wt PB1 HTS 99, MEKK3 PB1 HTS 99, MEKK2mut PB1 HTS 1, SUMO HTRF inh 13, GalR3 antagonist -11 and HCV NS3 hel inh -3.
Screening CCOC(=O)c1nnn(-c2nonc2N)c1COc1ccccc1 returned CRFR2-BP antag 0, FID counter 4, CRFR2-BP ag 0.5, MEKK2wt PB1 HTS 104, MEKK3 PB1 HTS 104, MEKK2mut PB1 HTS 10, SUMO HTRF inh 4, GalR3 antagonist -1 and HCV NS3 hel inh 1.
For COc1ccc(CNc2ccc3c(c2)CCC3)cc1Br the results were CRFR2-BP antag 5, FID counter 1, CRFR2-BP ag 1.9, MEKK2wt PB1 HTS 104, MEKK3 PB1 HTS 103, MEKK2mut PB1 HTS 3, SUMO HTRF inh 1, GalR3 antagonist -5 and HCV NS3 hel inh 3.
